RGS4 inh: inhibitors of human regulator of G protein signaling 4. AID 504845. Transcreener GDP fluorescence polarization, RGS4-accelerated GTP hydrolysis. P49798. 0.039% of 390,000 active. Potency, µM (series often up to 114 µM), without a hit: at the top dose activity change, negative = inhibition, most hits filed as inhibitors; also: % is scaled to controls: 0 for no effect and ±100 for the full control effect; nearly all actives have a fitted effect of over 75% in size; some results filed as inactive show a strong effect at the top dose
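MLSMR compounds (23 nl, pin-transferred) preincubated 10 min at room temperature with a 500nM (2x) first reagent, then RGS4 at 900nM (2x) plus Transcreener GDP mix added; fluorescence polarization (620/688 nm) read before and after 90 min at 30 °C.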
ERG-DNA inh: blocks human ERG Ets domain binding to DNA; 0.028% of 370,000 active; P11308; Potency, µM (top dose mostly 76.9 µM), for inactives: at the top dose FP activity, negative = inhibition, usual class: inhibitors; AID 624246; fluorescence polarization, His-ERG Ets domain / labelled DNA; active = well fitted inhibition curve with a large enough effect in the polarisation, with a control signal flat; inconclusive = small, poorly fitted or top-dose-only effect, or effect the other way, or a change in a side signal; inactive = no such curve, though single readings can be large or run the other way; the % refers to the polarisation;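 also: polarization taken with two DNA probes labelled with fluorescein and Texas red; % of control where 0% means no effect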
Target sequence (P11308 whole entry, looked up, the tested form may be a part): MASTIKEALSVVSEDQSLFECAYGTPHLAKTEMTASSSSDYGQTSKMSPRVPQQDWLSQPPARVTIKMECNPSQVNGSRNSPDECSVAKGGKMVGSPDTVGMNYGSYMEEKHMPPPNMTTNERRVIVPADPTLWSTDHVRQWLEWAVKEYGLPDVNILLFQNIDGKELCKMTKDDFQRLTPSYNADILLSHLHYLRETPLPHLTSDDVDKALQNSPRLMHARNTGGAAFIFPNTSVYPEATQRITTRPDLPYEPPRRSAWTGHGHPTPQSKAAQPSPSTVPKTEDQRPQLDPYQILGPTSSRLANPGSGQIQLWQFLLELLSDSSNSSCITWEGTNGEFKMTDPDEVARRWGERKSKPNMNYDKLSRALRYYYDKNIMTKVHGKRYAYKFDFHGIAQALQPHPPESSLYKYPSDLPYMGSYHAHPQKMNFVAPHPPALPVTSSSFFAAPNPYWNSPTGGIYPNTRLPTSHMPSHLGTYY
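His-tagged ERG Ets domain (1 uM in the protein solution; 300mM KCl, 50mM Tris-HCl, 1mM EDTA, 1mM DTT, pH 7.5) received compound, then a probe mix of 5 nM fluorescein-DNA and 100nM Texas-615-DNA. Fluorescence polarization was read for both dyes.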
GLS inhibitor: blocks human kidney-isoform glutaminase activity; 0.21% of 410,000 active; Potency, µM (series often up to 45.5 µM), without a hit: at the top dose activity change, negative = inhibition, actives largely listed as inhibitors; AID 624170; O94925; GLS enzymatic activity, qHTS titration; also: % is scaled to controls: 0 for no effect and ±100 for the full control effect
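Enzyme dispensed in phosphate buffer (45 mM, pH 8.2, 0.02% Tween-20), compounds pinned in, then 1 mM L-glutamine solution and the glutamate oxidase–HRP–Amplex Red mix added; fluorescence read immediately and again after 30 min at room temperature.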
HP1b chromo inh: blocks HP1-beta chromodomain binding to methylated histone tails. P83916. Potency, µM (doses to about 114 µM), inactives show at the highest dose activity change, negative = inhibition, hits mostly inhibitors. 0.56% of 390,000 active. AID 540317. AlphaScreen HP1-beta / biotin-H3K9me3 peptide binding; also: nearly all actives have a fitted effect of over 70% in size; inactives centre near 23
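AlphaScreen: HP1-beta (50 nM) preformed 30 min with biotin-H3(1-18)K9me3 peptide (50 nM) in PBS pH 7.4, 0.01% Tween-20. Compound added for 30 min at RT, then streptavidin donor/nickel chelate acceptor beads (10 ug/mL) for 30 min.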
Pin1 inh: human Pin1 inhibition | Q13526 | Pin1 FP peptide displacement, HiFluor488, 10 min | Potency, µM (highest dose often 115 µM), inactives show top-dose activity, negative = inhibition, most hits filed as inhibitors | 0.009% of 390,000 active; active = well fitted inhibition curve with a large enough effect in the polarisation, with a control signal flat, not every such curve was filed as active; inconclusive = small, poorly fitted or top-dose-only effect, or effect the other way, or a change in a side signal; inactive = no such curve, though single readings can be large or run the other way; the % refers to the polarisation; also: % is scaled to controls: 0 for no effect and ±100 for the full control effect
Target sequence (Q13526 whole entry, looked up): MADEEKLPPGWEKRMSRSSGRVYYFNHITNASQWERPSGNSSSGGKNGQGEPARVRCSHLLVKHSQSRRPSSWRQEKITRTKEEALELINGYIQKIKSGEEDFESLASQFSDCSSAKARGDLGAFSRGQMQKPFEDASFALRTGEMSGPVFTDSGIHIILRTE
TrxR1 inh: rat TrxR1 inhibition | O89049 | recombinant rTrxR1, NADPH fluorescence consumption, selenite substrate | Potency, µM (series often up to 114 µM), inactives show top-dose activity change, negative = inhibition, most hits filed as inhibitors | 1% of 390,000 active; also: % is scaled to controls: 0 for no effect and ±100 for the full control effect; nearly all actives have a fitted effect of over 65% in size
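Rat TrxR1 (90 nM in the dispensed reagent) was pre-reduced with 400 uM NADPH for 5 min at room temperature, then incubated with compound for 15 min. After 400 uM selenite was added, NADPH fluorescence (Ex 340/Em 450 nm) was followed for 8 min.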
JMJD2A Tudor inh: blocks the human JMJD2A Tudor domain; AlphaScreen JMJD2A-Tudor / H3K4me3 peptide binding; Potency, µM (highest dose often 114 µM), for the others: at the top dose activity change, negative = inhibition, usual class: inhibitors; 4.4% of 390,000 active; AID 504339; also: % is scaled to controls: 0 for no effect and ±100 for the full control effect; nearly all actives have a fitted effect of over 50% in size
Tb PGK inh: T. brucei PGK inhibition; PGK/GAPDH coupled, Kinase-Glo luminescence, 60 min; P07378; Potency, µM (top dose mostly 57.5 µM), without a hit: top-dose activity change, negative = inhibition, hits mostly inhibitors; 0.043% of 380,000 active; also: % is scaled to controls: 0 for no effect and ±100 for the full control effect; nearly all actives have a fitted effect of over 60% in size
Target sequence (P07378 whole entry, looked up): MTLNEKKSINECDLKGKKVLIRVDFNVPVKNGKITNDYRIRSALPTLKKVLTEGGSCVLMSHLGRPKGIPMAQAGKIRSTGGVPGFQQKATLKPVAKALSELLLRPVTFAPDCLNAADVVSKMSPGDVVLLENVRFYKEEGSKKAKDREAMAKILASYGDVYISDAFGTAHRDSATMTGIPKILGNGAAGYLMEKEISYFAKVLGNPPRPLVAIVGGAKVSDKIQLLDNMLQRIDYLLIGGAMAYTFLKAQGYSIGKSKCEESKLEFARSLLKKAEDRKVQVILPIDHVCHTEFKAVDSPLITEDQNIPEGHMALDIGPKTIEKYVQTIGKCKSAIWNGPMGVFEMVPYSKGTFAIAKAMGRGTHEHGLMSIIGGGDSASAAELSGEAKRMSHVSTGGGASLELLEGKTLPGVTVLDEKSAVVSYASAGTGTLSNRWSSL
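Luminescent ATP detection (Kinase-Glo Plus) follows a 60-minute room-temperature incubation, with wells lacking PGK as controls. Buffer: 100 mM TEA (pH 7.6), 5 mM MgCl2, 0.01% Tween-20. Coupling enzyme GAPDH (100 nM final) supplies unstable 1,3-BPG in-well.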
ALOX12 inh: inhibitors of human 12S-lipoxygenase ALOX12. 1.1% of 580,000 active. Potency, µM (highest dose often 108 µM), for inactives: top-dose activity change, negative = inhibition, hits mostly inhibitors. P18054. purified 12hLO, xylenol orange hydroperoxide absorbance. AID 1671190; also: % is scaled to controls: 0 for no effect and ±100 for the full control effect
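Purified human 12hLO (150 nM final) in 25 mM Hepes, 0.01% Triton X-100, pH 7.0 was preincubated 15 min at room temperature with compound. Then 40 uM arachidonic acid was added, 30 min. Hydroperoxide was read by Fe-XO absorbance ratio 573/405 nm.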
* hit, by the source's call; i = inactive; u = inconclusive; x = not tested or not shown; & = joins results of further samples; [ ] = dose if it differs, or a comment. Unless noted, calls follow the shape of the dose curve; as a rule, active = well fitted curve in the direction sought with a large enough effect; inconclusive = small, poorly fitted or top-dose-only effect, or another doubt; inactive = no such curve, though single readings can be large; an effect the other way counts as inactive or inconclusive. Potency is read from the fitted curve at half-maximal effect.

SMILES	RGS4 inh	ERG-DNA inh	GLS inhibitor	HP1b chromo inh	Pin1 inh	TrxR1 inh	JMJD2A Tudor inh	Tb PGK inh	ALOX12 inh
Cc1ccc(-c2nn(-c3ccccc3)cc2/C=C/C(=O)Nc2cccc(S(N)(=O)=O)c2)cc1	-8%	17%	0%	24%	u	31%[activator]	-25%	-10%	-6%
COc1ccc(OC)c(NC(=O)C2CCCN(S(=O)(=O)c3cccc4nonc34)C2)c1 (stereo unspecified)	-1%	x	2%	26%	6%	-1%	-13%	x	3%
Cc1ccc(S(=O)(=O)Nc2cccc(-c3cn4cccc(C)c4n3)c2)c(C)c1	-6%	7%	3%	-9%	72%[activator]	17%	u	x	u
CCc1ccc(Nc2cc(C)nc3nc(Cc4ccc(Cl)cc4)nn23)cc1	33%	-4%	-12%	37%	13%	11%	-13%	5%	-11%
Cc1ccccc1NC(=O)NCc1ccccn1	10%	4%	20%	-1%	-3%	22%	-15%	-7%	93%[activator]
Cn1cnnc1SCC(=O)c1ccc2c(c1)OCCO2	-44%	2%	-11%	3%	5%	0%	-10%	3%	-14%
O=C(COc1ccccc1O)NC1CCCC1	2%	15%	2%	38%	-7%	14%[57.1 µM]	-2%	-8%	1%
COc1ccc(NC(=O)CSc2ncc3c(n2)-c2cc(Cl)ccc2N(Cc2ccccc2F)S3(=O)=O)cc1	-27%	-14%	-21%	24%	29%	12%[57.1 µM]	-2%	9%	-7%
CCOc1ccc(CN2CCNC(=O)C2CC(=O)OC)cc1 (stereo unspecified)	-6%	-19%	0%	38%	-8%	5%	-10%	-3%	-3%
CC(=O)Nc1cc(C(C)C)c(O)c(C(C)C)c1	4%	0%	38%[activator]	11%	27%	-17%	-15%	1%	3%
COc1ccc(-c2cc(C(=O)N3CCN(c4ccccn4)CC3)c3ccccc3n2)cc1	-2%	1%	-3%	-7%	0%	16%[57.1 µM]	u	4%	-10%
O=C(CCNC(=O)c1ccccc1)N/N=C/c1ccc([N+](=O)[O-])cc1	9%	-4%	11%	28%	-3%	-2%[57.1 µM]	1%	5%	-7%
Cc1ccc(/C=C(\C#N)C(=O)NCCN2CCOCC2)cc1	-28%	16%	-7%	18%	-7%	1%[57.1 µM]	-2%	0%	0%
Cc1cc(/C=C2/NC(=S)NC2=O)c(C)n1-c1cccnc1	23%[11.4 µM]	17%	-2%	-18%	u	-19%	u	-5%	-20%
CCOc1cc(N2CCOCC2)c(OCC)cc1NC(=S)NCCCOC	-28%	8%	-13%	13%	1%	35%[activator][57.1 µM]	-11%	-4%	u
CCOC(=O)c1[nH]c(C)c(CCC(=O)Nc2cc(C)ccc2OC)c1C	-4%	-5%	-4%	16%[57 µM]	u	27%[57.1 µM]	-18%	2%	-20%
CNC(=O)c1c(O)c2cccc3c2n(c1=O)CC3	-14%	-2%	-5%	20%	6%	-5%	8%	-5%	u
CCOC(=O)c1cnc2nc(C)nn2c1N	-13%	0%	-15%	29%	2%	24%[57.1 µM]	-8%	-2%	33%
COc1ccc(NC(=O)N2CCC(c3nc4ccccc4[nH]3)CC2)cc1	-32%	1%	2%	46%[activator]	-3%	12%[57.1 µM]	1%	-4%	-8%
CCCC[C@H]1COCCS(=O)(=O)N1Cc1cccc(Cl)c1	-38%	7%	2%	45%[activator]	-4%	2%&1%	4%	2%	-7%
CCCC(=O)c1ccc(OC(=O)c2c(-c3ccccc3Cl)noc2C)cc1	27%	0%	-7%	76%[activator]	4%	15%[57.1 µM]	31%[activator]	2%	-36%
O=C1C=C(Nc2ccc(Cl)cc2)CC(c2ccco2)C1 (stereo unspecified)	-22%	10%	-1%	0%	-2%	-10%	-29%	-6%	-70%
c1coc(-c2ccnc3nc(-n4cccc4)nn23)c1	-20%	-4%	-9%	-2%	u	20%[57.1 µM]	-14%[57.1 µM]	-5%	-1%
O=C(c1ccco1)N1N=C(c2ccc(Cl)cc2)CC1c1ccco1 (stereo unspecified)	u	-3%	-4%	-3%	4%	40µM*	-9%	-6%	u
CCn1ccnc1CNC(=O)C1CCC(=O)N(Cc2ccccc2F)C1 (stereo unspecified)	-2%	-11%	-8%	25%	-6%	1%	-7%	13%	5%
O=C(CN1CCN(Cc2ccc3c(c2)OCO3)CC1)Nc1cc(S(=O)(=O)N2CCCC2)ccc1Cl	-12%	-7%	1%	-12%	1%	19%[57.1 µM]	u	i	0%
COc1ccc(CC2CCOC2=O)cc1 (stereo unspecified)	-27%	0%	-15%	12%	-2%	9%	-23%	-7%	-1%
O=C(Cc1ccccc1)NCCSC1CCCCC1	10%	1%	10%	40%[activator]	3%	22%	-3%	x	-13%
CCN(CC)C(=O)Cn1c(=O)n(Cc2ccc(C(=O)NCCCOC)cc2)c(=O)c2ccccc21	16%	7%	16%	23%	2%	-12%	-8%	2%	-9%
Cc1ccnc(NC(=O)CNC(=O)c2sc3ccccc3c2Cl)c1	30%	x	5%	15%	0%	15%	-14%	-6%	-13%
CCOc1ccc(-c2c(C)nn3c(C)c(C(=O)NC(C)c4ccccc4)cnc23)cc1OCC (stereo unspecified)	-13%	0%	-4%	3%	2%	11%[57.1 µM]	-28%	x	-16%
COC(=O)c1c(-c2ccc(SC)cc2)sc2ccccc12	-3%	-8%	2%	264%[activator]	2%	108%[activator]	202%[activator]	-9%	-18%
C=C1CC2C(=O)N(Cc3cc(OC)ccc3OC)C(C(=O)OCC)C1N2C (stereo unspecified)	18%	x	x	18%	-4%	10%	-7%	x	x
COc1ccc(CCN2C(=O)NC(NC(=O)c3ccccc3OC)(C(F)(F)F)C2=O)cc1OC (stereo unspecified)	5%	-1%	14%	24%	-2%	15%	-16%	3%	0%
COC(=O)c1ccc(/C=C/C(=O)c2cccc(OC)c2)cc1	u	-3%	0%	12%[57 µM]	16%	u	-10%	-7%	-24%
CC(C)(C)OC(=O)NCC(=O)NCC(=O)OCc1ccccc1	-9%	4%	-2%	34%[activator]	-6%	20%[57.1 µM]	-6%	-6%	0%
Cc1ccccc1Cn1c(=O)n(CCCCC(=O)NCc2ccc3c(c2)OCO3)c(=O)c2ccccc21	-22%	-6%	-7%	41%[activator]	22%	18%	3%	1%	0%
CC(C)(Oc1ccc(Br)cc1)C(=O)Nc1cc(-c2nc3ccccc3[nH]2)ccc1Cl	-6%	-12%	-3%	29%	-3%	19%	-30%	-5%	-18%
Cc1ccc(NC(=S)NCCN(C2CCCCC2)C2CCCC2)cc1	11%	5%	18%	4%[57 µM]	1%	2%	-22%	-1%	-21%
CCC(C)NC(=O)C1CCCN1S(=O)(=O)c1ccc(Cl)cc1 (stereo unspecified)	11%	x	-2%	29%	0%	18%	-12%	x	-10%
Cc1cccc(NS(=O)(=O)c2cccc(C(=O)N3CCCCCC3)c2)c1	23%	11%	3%	20%	1%	-5%	-14%	i	18%
COc1cc(C(=O)NCCCc2ccccc2)cc(OC)c1OC	4%	11%	3%	21%	-5%	18%	-16%	-7%	8%
CC(CC(=O)N1CCc2ccccc21)n1cccn1 (stereo unspecified)	-28%	-9%	-1%	18%[57 µM]	-11%	2%	-22%	-6%	17%
NC(=O)CS(=O)(=O)c1ccc(Cl)cc1	7%	-2%	1%	24%	-23%	-17%	-10%	9%	1%
Clc1ncn(CCOc2ccccc2)c1Cl	0%	-5%	-5%	-4%	u	5%[57.1 µM]	-25%	i	-10%
Cn1cccc1CC(=O)NNC(=S)Nc1ccccc1Cl	-19%	-7%	-1%	12%	-13%	-16%	-24%	-5%	-2%
Cc1ccc(S(=O)(=O)C2(C(=O)N3CCCCCC3)CC2)cc1	21%	-6%	2%	7%	-4%	31%	-8%	-4%	7%
Oc1ccc2ccccc2c1C=NCc1ccccc1	-34%	-19%	12%	-1%	6%	1%	u	-1%	25%
CCc1ccc(NC(=O)[C@H](Cc2ccccc2)N2Cc3ccccc3C2=O)cc1	-7%	-5%	-2%	11%	-2%	23%	-15%	-2%	-18%
COC(=O)CNC(=O)C12CC3(C)CC(C)(CC(C)(C3)C1)C2	4%	-4%	-5%	25%	-4%	-3%[57.1 µM]	15%	5%	0%
O=C(Nc1nnc(-c2ccc(F)cc2)o1)C1CCCN1S(=O)(=O)c1cccs1 (stereo unspecified)	-2%	-8%	9%	35%[activator]	-12%	-2%[57.1 µM]	45µM*	-9%	10%
Cc1cccc(N2CCN(C(=O)C3COc4ccccc4O3)CC2)c1C (stereo unspecified)	12%	8%	-11%	48%[activator]	-3%	30%	-6%	-6%	-1%
O=C(O)c1ccc(-c2ccco2)n1Cc1ccccc1	-17%	-2%	u	-6%	-4%	4%	-22%	-5%	24%
Cc1ccc(S(=O)(=O)c2nc(NCCCn3ccnc3)sc2Cl)cc1	21%	7%	10%	9%	-11%	17%	u	-8%	-7%

Compound profiles (already shown):
Cc1cccc(N2CCN(C(=O)C3COc4ccccc4O3)CC2)c1C (stereo unspecified) as listed: RGS4 inh: 12%; ERG-DNA inh: 8%; GLS inhibitor: -11%; HP1b chromo inh: 48%[activator]; Pin1 inh: -3%; TrxR1 inh: 30%; JMJD2A Tudor inh: -6%; Tb PGK inh: -6%; ALOX12 inh: -1%
CCc1ccc(NC(=O)[C@H](Cc2ccccc2)N2Cc3ccccc3C2=O)cc1 as listed: RGS4 inh: -7%; ERG-DNA inh: -5%; GLS inhibitor: -2%; HP1b chromo inh: 11%; Pin1 inh: -2%; TrxR1 inh: 23%; JMJD2A Tudor inh: -15%; Tb PGK inh: -2%; ALOX12 inh: -18%

High-throughput results from PubChem BioAssay.

The list is partial; the hit share may differ from the screen's.
